LDHA inh = blocks human lactate dehydrogenase A. purified LDHA, NADH/diaphorase-resazurin fluorescence; stronger effect = lower value. activity change, % (values are at about 110 or 230 µM). actives 0.15% (n = 480,000); in the data active = activity change below about -30%;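 also: plate controls were DMSO wells for no effect and wells without enzyme for full effect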
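Remaining NADH was detected by diaphorase (0.133 mg/mL) converting 37 µM resazurin to fluorescent resorufin, read at 0 and 20 minutes. The preceding 5-minute room-temperature reaction used 2 nM LDHA, 0.2 mM sodium pyruvate and 0.06 mM NADH at pH 7.4.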
Starred values were filed as active, the others as inactive. Only part of the results is shown; the hit share may differ from the screen's.

SMILES	LDHA inh
N#Cc1ccccc1NC1=CC(=O)CC(c2ccccc2)C1 (centres undefined)	4
CCOc1cccc(-c2cc(C(=O)O)c3cc(C)cc(C)c3n2)c1	-2
CC1(C)CC(=O)C/C(=N/NC(=O)c2ccc(NC(=O)C3CC3)cc2)C1	0
Cn1nc(C(=O)N2CCN(c3ccccc3F)CC2)c2ccccc2c1=O	8
CC(=O)Nc1cccc(-n2nnnc2SCc2nc3ccccc3[nH]2)c1	0
COc1ccc(C)cc1-n1nnnc1SCc1nc(C(C)C)no1	-6
CN(C)CCCOC(=O)COc1ccccc1	-2
CCc1nnc(NC(=O)C2CC(=O)N(c3ccc(Br)c(C)c3)C2)s1 (centres undefined)	-12
Cc1ccc(NC(=O)Cn2c(=O)c3c(ncn3Cc3ccccc3)n(Cc3ccccc3)c2=O)cc1F	4
CCN1CCC(N(C(=O)c2cn(C)c3ccccc23)C2CC2)CC1	-10
Cc1ccc(N(C)S(=O)(=O)c2c(-c3ccccc3)csc2C(=O)NCc2ccco2)cc1	-8
Cc1ccc(CCSc2cc(C(C)(C)C)c(F)c(C(C)(C)C)c2)cn1	15
CC(=O)c1ccc(OCC(=O)c2ccc3c(c2)OCO3)cc1	3
CCC1CCc2c(sc(NC(=O)/C=C/c3ccc(C(C)C)cc3)c2C#N)C1 (centres undefined)	4
Cc1c(NC(=O)C2CCN(S(=O)(=O)Cc3ccccc3F)CC2)c(=O)n(-c2ccccc2)n1C	2
FC(F)(F)c1cnc(Sc2nnc(-c3ccncc3)n2C2CC2)c(Cl)c1	2
CCCc1c(C(=O)OCC)[nH]c2c1C(=O)CC(c1ccc(CC)cc1)C2 (centres undefined)	6
CCN(CC)S(=O)(=O)c1ccc(C)c(NS(=O)(=O)c2c(C)c(C)cc(C)c2C)c1	1
CSCCC(C(=O)Nc1c(C)cccc1C)n1c(-c2ccc(-c3ccccc3)cc2)nc2ccccc21 (centres undefined)	-2
CC(=O)OC(COC1CC2CCC1(C)C2(C)C)C[N+]1(C)CCCCC1 (centres undefined)	11
CCOc1cc(C#N)c(NC(=O)c2ccc(C(C)(C)C)cc2)cc1OCC	-1
Cc1cccc(C(=O)NC(Nc2cccc3ccccc23)C(Cl)(Cl)Cl)c1 (centres undefined)	19
COc1cc(-c2c(NC(=O)C(C)C)oc3c(C)cccc3c2=O)cc(OC)c1OC	-1
CCOc1ccccc1Nc1nc(-c2ccccc2)cs1	1
COC[C@H]1CCCN1c1ccc2c(c1)O[C@H](COCc1ccccc1)CN([C@H](C)c1ccccc1)S2(=O)=O	6
CCc1ccccc1NCC(=O)Nc1ccc(C#N)cc1	7
CC(=O)Nc1ccc(NC(=O)CCSC2CCc3ccccc3NC2=O)cc1 (centres undefined)	-4
COc1cccc(/C=C(/C(=O)OCc2nnc(-c3ccc(Br)cc3)o2)c2ccccc2)c1	-2
N#Cc1ccccc1COC(=O)C1(c2ccccc2)CC1	-1
Cc1ccc(-c2nnn(Cc3cc(=O)n4ccsc4n3)n2)cc1	1

Retrieved by structure from the list above, 4 records:
SMILES	LDHA inh
Cn1nc(C(=O)N2CCN(c3ccccc3F)CC2)c2ccccc2c1=O	8
CCOc1cc(C#N)c(NC(=O)c2ccc(C(C)(C)C)cc2)cc1OCC	-1
CCCc1c(C(=O)OCC)[nH]c2c1C(=O)CC(c1ccc(CC)cc1)C2 (centres undefined)	6
CC(=O)c1ccc(OCC(=O)c2ccc3c(c2)OCO3)cc1	3

Continued:
SMILES	LDHA inh
COc1ccc2cc(C(=O)/C=C/c3ccc(C(=O)O)cc3)ccc2c1	-3
CCOCCCNC(=O)c1cc(SC)ccc1C	-4
O/N=C/c1cccc(OCc2ccc(F)cc2)c1	0
CCCCCn1nc(C(=O)Nc2ccccc2C(C)=O)c2ccccc2c1=O	0
O=C(OCC(=O)c1ccc[nH]1)c1ccc(S(=O)(=O)Nc2ccccc2)cc1	0
Cc1cccc(OCc2nc3c4c(ncn3n2)OC2=C(C(=O)CCC2)C4c2ccco2)c1C (centres undefined)	-1
Cc1ccc(C)c(N(C)S(=O)(=O)c2ccc3oc(=O)ccc3c2)c1	5
COCC(=O)N1CCN(c2oc(-c3ccccc3C)nc2S(=O)(=O)c2ccc(C)cc2)CC1	12
CC(C)CNC(=O)C(=O)NC1CC(C)(C)NC(C)(C)C1	12
CC(C)n1ncc2cc(C(=O)NCc3ccccc3OC(F)F)cnc21	-19
N#Cc1cccc(CSc2nnnn2-c2cccc(F)c2)c1	-6
CCOCc1ccc(CNC(=O)/C=C/c2ccco2)cc1	-1
O=C(CC(=O)c1ccccc1O)c1ccc(Cl)cc1	-11
CCOC(=O)c1ccc(COC(=O)CCc2nc3ccccc3[nH]c2=O)cc1	6
Cc1cccc(NC(=O)COC(=O)Cn2cnc3c2c(=O)n(C)c(=O)n3C)c1	9
Cc1cccc(NC(=O)COC(=O)c2cc(C)nc3ccccc23)c1	3
CCCN1CCN(CC(=O)Nc2scc(-c3ccc(Cl)cc3)c2C(=O)OC)CC1	-4
CC1(NC(=O)Cc2ccc3ccccc3c2)CCCC1	1
CCCC(=O)N1CCC(C(=O)O)CC1	2
O=C(NC(c1ccccc1)c1cc2ccccc2o1)C1CCOCC1 (centres undefined)	2
COc1ccc(C(=O)Oc2ccc3c(=O)c(Oc4cccc(OC)c4)coc3c2)cc1	1
O=C(NCCCNC(=O)c1ccc(Cl)cc1Cl)c1nc2ccccc2c(=O)[nH]1	1
Cc1nc(CSc2nccc(C(F)(F)F)n2)cs1	5
CC(C)(C)C(=O)/C=c1/[nH]c(=O)/c(=C/c2ccccc2OC(F)F)s1	7
COc1nc2ccccc2nc1N1CCC(C(=O)Nc2ccc(I)cc2)CC1	7
Cc1ccc(C(=O)c2ccccc2C(=O)OCc2ccc(Cl)cc2Cl)cc1	-1
COc1ccccc1NC(CC(=O)c1ccccc1)C(=O)OCC(=O)c1ccc(Cl)cc1 (centres undefined)	-2
O=S(=O)(c1c(Cl)cccc1Cl)N1CCCC1c1nnc2ccccn12 (centres undefined)	2
Cc1ccc(CNC(=O)COc2ccc3c(C)cc(=O)oc3c2)cc1	1
COC(=O)c1ccccc1S(=O)(=O)N1CCC(C(=O)NCCc2ccco2)CC1	-16

Brought forward from above: 2 entries, then new ones.
SMILES	LDHA inh
Cc1ccc(CNC(=O)COc2ccc3c(C)cc(=O)oc3c2)cc1	1
COC(=O)c1ccccc1S(=O)(=O)N1CCC(C(=O)NCCc2ccco2)CC1	-16
COc1ccc(C(=O)Oc2ccc(C)cc2)cc1	0
COCc1cnc2c(c1SCC(=O)Nc1ccccc1F)c(=O)n(C)c(=O)n2C	-3
C=CCOc1cccc(NC(=O)c2cccc(OCC)c2)c1	10
CCc1ccc2c(CN3CCc4cc(S(N)(=O)=O)ccc43)cc(=O)oc2c1	-6
Cc1ccc(C)c(-c2cc(C)ncc2C)c1	-31*
O=C(Cc1c[nH]c2ccccc12)Nc1ccccc1Cl	4
Cc1cccc(C)c1OCC(O)Cn1cnc2ncccc2c1=O (centres undefined)	7
CCOC(=O)Cn1c(=O)c2c3c(sc2n(CCN(C)C)c1=O)COC(C)(C)C3	-1
N#C/C(=C/c1cccc(/C=C(/C#N)c2nc3ccccc3[nH]2)c1)c1nc2ccccc2[nH]1	0
Cc1ccccc1NC(=O)Nc1ccc2c(c1)N(C(=O)c1ccccc1)CC2	-2
CCc1cc(CC)n(-c2nc3c(c(=O)n(CC(N)=O)c(=O)n3C)n2CCC(C)C)n1	1
CN(C)C(CNC(=O)c1cc(=O)c2ccccc2o1)c1cccs1 (centres undefined)	12
Fc1ccc(/C=C/c2nc3cc(-c4ccccc4)ccc3o2)cc1	4
CC(C)c1ccc(C(=O)O)c(O)c1	0
CC(C(=O)Nc1ccc(C(F)(F)F)cc1)N(C)C (centres undefined)	-4

LDHA inh, hit marks shown above.
SMILES	LDHA inh
Cc1ccc(C)c(-c2cc(C)ncc2C)c1	-31*

Returning to the listing, starting three compounds before the break.
SMILES	LDHA inh
Fc1ccc(/C=C/c2nc3cc(-c4ccccc4)ccc3o2)cc1	4
CC(C)c1ccc(C(=O)O)c(O)c1	0
CC(C(=O)Nc1ccc(C(F)(F)F)cc1)N(C)C (centres undefined)	-4
Cc1ccc2c(ccn2CCC(=O)Nc2nnc(C(C)C)s2)c1	-8
O=C(Nc1nn(Cc2c(Cl)cccc2Cl)cc1Cl)c1nc2ncccn2n1	0
O=S(=O)(Nc1ccc2oc3ccccc3c2c1)c1cccs1	0
CC1CCC2(CCc3cc4c5c(c(=O)oc4cc3O2)CCCC5)CC1 (centres undefined)	6
COc1cc(C#N)ccc1OC(C)C(=O)c1ccc(Cl)cc1 (centres undefined)	4
CCn1c(SCC(=O)c2sc3ccccc3c2C)nnc1C1CC1	0
CCOc1cccc(CNCc2ccco2)c1	8
C#CCNC(=O)C[C@@H]1C[C@@]2(C(=O)OCC)CCC=C2N(Cc2ccc(Cl)cc2Cl)C1=O	-3
COc1cc(C#N)ccc1OC(C)C(=O)c1ccc2c(c1)CCC2 (centres undefined)	1
COc1cccc2sc(NC(=O)CSc3nncn3-c3ccc(C)cc3)nc12	-9
CCSc1nc2c(c(=O)n(Cc3ccccc3Cl)c(=O)n2C)n1C	-7
COC(=O)C1(NC(=O)COc2cc(Cl)ccc2Cl)CCCCCC1	-31*
CCCCNC(=O)C[C@@H]1C[C@@]2(C(=O)OC)CCCCC=C2N(Cc2ccccc2)C1=O	1
CC1CCCN(C(=O)c2cc(-c3cccnc3)nc3ccc(Cl)cc23)C1 (centres undefined)	5
CCCc1nnc(NC(=O)c2cc(=O)c3cc(C)cc(C)c3o2)s1	5
COC(=O)c1ccc2cc(C(=O)O)ccc2c1	3
O=C(OCc1cccc([N+](=O)[O-])c1)c1c2c(nc3ccccc13)CCCCC2	4
COc1ccc(NS(=O)(=O)c2ccc(-c3cnc(C)o3)cc2)c(OC)c1	-3
Cc1ccccc1C1C(C#N)=C(N)Oc2c1oc(CO)cc2=O (centres undefined)	-1
CCCCn1c(SCc2cc(=O)oc3cc(C)ccc23)n[nH]c1=O	-7
CC(NC(=O)CCSc1nc(Cl)nc2nc[nH]c12)c1ccccc1 (centres undefined)	-7
COc1cccc(Cn2c(=O)n(CC3CCC(C(=O)N4CCCC4)CC3)c(=O)c3sccc32)c1 (centres undefined)	2
COc1ccc(SCCCCO)cc1	-2
COc1cc(/C=C/C(=O)OC2CCC(C(C)(C)C)CC2)cc(OC)c1OC (centres undefined)	8
COC(=O)CNC(=O)C(C)(C)c1cccc(C(F)(F)F)c1	-1
COc1ccc(Cl)cc1N1CC(c2nc3ccccc3n2C)CC1=O (centres undefined)	-3
O=S(=O)(NCCCn1ccc2ccccc21)c1cc(F)cc(F)c1	2
Cc1cccc(C(=O)Nc2cccc(-c3cn4ccccc4n3)c2)c1	4
O=C(COc1ccccc1Cl)c1ccc(Br)cc1	-2
O=C(CNc1nnc(-c2ccc([S+](=O)([O-])N3CCCC3)cc2)n1-c1ccccc1)Nc1ccc(C(=O)O)cc1	-7
CC(=O)Nc1sc2c(c1-c1ccc(OC(F)(F)F)cc1)CCNC2	-6
COc1ccc(/C=C(/C#N)c2nc3ccccc3[nH]2)cc1OC(F)F	1
CCc1ccccc1NC(=O)c1nc2ccccc2nc1Cl	5
Cc1cc2c(s1)c1cnn(Cc3cc(F)cc(F)c3)c(=O)c1n2C	-15
O=C(Cc1ccsc1)NCC12CC3CC(CC(C3)C1)C2	6
O=C(N/N=C1\CC2CCC1C2)c1ccccc1Br (centres undefined)	1
CCn1cc(CNC(=O)c2cc(-c3ccc(C)cc3)nc3c(C)cccc23)cn1	-1
CS(=O)(=O)c1ccc2nc(NC(=O)Cc3ccc(Br)cc3)sc2c1	-1
Cc1ccc(N(Cc2nc3nc(C)cc(=O)n3[nH]2)C(=O)c2ccccc2Cl)cc1	1
CC(Sc1nc2cc(Cl)ccc2s1)C(=O)NC1CCCC1 (centres undefined)	-4
CC(C)(C)NC(=O)NC(=O)CSc1nc2ccccc2c(=O)n1-c1ccc(F)cc1F	7
COc1ccc(OC)c(COC(=O)c2cc(OC)ccc2Br)c1	13
CN(Cc1ccc(C(=O)NCC(F)(F)F)cc1)C(=O)c1cc(C2CC2)nc2ccccc12	7
O=C(O)C1(c2cccc(Cl)c2)CC1	-2
CC1=C(C(=O)OC(C)C(C)(C)C)C(c2ccc(Cl)cc2)NC(=O)N1 (centres undefined)	-22
O=C(c1cccnc1)N1CCc2cc(NS(=O)(=O)c3ccccc3)ccc21	0
CC(C)(C)C(=O)/C(C#N)=C\c1cccc(F)c1	-2
Cc1ccc(NC(=O)CSc2ncnc3ccccc23)cc1C	1
CCN(CC)C(CNC(=O)c1cc(-c2ccco2)on1)c1ccccc1 (centres undefined)	17
Cc1ccccc1NC(=O)C(C)Sc1ccccc1 (centres undefined)	-5

Source: PubChem BioAssay (National Center for Advancing Translational Sciences (NCATS))
